# Source: PubChem
# SNCA viab count – cell viability loss counter-screen; HEK-293-SNCA-luc viability, GF-AFC fluorescence, 24 h; Potency, µM (titrated, usually from 57.1 µM), without a hit: at the top dose activity change, negative = cytotoxicity, most hits filed as cytotoxic; actives 0.12% (n = 150,000);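 further: potency means the concentration at half of the fitted maximal effect; 0% = DMSO-treated cells and -100% = medium-only wells without cells; nearly all actives have a fitted effect of over 30% in size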
#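 Cytotoxicity counterscreen: after 24 h compound treatment of genome-edited SNCA-luciferase HEK-293 cells, live-cell protease substrate GF-AFC read by fluorescence after 30 min; activity scaled between DMSO (0%) and medium-only (-100%), curves Hill-fitted.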
# GPT2 inh – inhibitors of human GPT2 alanine aminotransferase; Q8TD30; Recombinant GPT2, coupled pyruvate oxidase/HRP Amplex Red fluorescence; Potency, µM (top dose mostly 57.7 µM), for inactives: at the highest dose activity change, negative = inhibition, most hits filed as inhibitors; actives 0.25% (n = 100,000); AID 1671188; further: potency means the concentration at half of the fitted maximal effect; nearly all actives have a fitted effect of over 60% in size; many of its hits are not listed in these tables
#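 Inhibition is scored from Amplex Red fluorescence generated when pyruvate oxidase and HRP act on pyruvate released by GPT2. Reactions contain 10ng/uL enzyme, 250uM a-KG and 2mM L-alanine and run 30 min at room temperature.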
# 3T3 cytotox – cytotoxic compounds in NIH 3T3 cells | Potency, µM (top dose mostly 96.7 µM), for the others: top-dose activity change, negative = cytotoxicity, most hits filed as inhibitors | NIH 3T3 viability, CellTiter-Glo ATP luminescence, 48-72 h | AID 1345082 | actives 4.3% (n = 94,000); further: potency means the concentration at half of the fitted maximal effect; nearly all actives have a fitted effect of over 55% in size
#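 ATP-dependent luminescence (CellTiter-Glo) served as the viability signal for NIH 3T3 cells treated with compound for 48 or 72 hr at 37 °C.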
# HEK cytotox – cytotoxic compounds in HEK 293 cells; HEK 293 viability, ATP luminescence (CellTiter-Glo), 48-72 h; Potency, µM (top dose mostly 115 µM), for the others: top-dose activity change, negative = cytotoxicity, usual class: inhibitors; actives 6.6% (n = 94,000); AID 1345083; further: potency means the concentration at half of the fitted maximal effect; nearly all actives have a fitted effect of over 60% in size
#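 250 HEK 293 cells/well; compound by pintool; incubated 48 or 72 hr at 37 degree Celsius; CellTiter-Glo added, 10 min RT, luminescence imaged.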
# Luciferase inh – blocks purified firefly luciferase enzyme activity. purified P. pyralis luciferase, luminescence, biochemical. Potency, µM (highest dose often 115 µM), inactives show top-dose activity change, negative = inhibition, most hits filed as inhibitors. actives 2.5% (n = 76,000). AID 1347043; further: potency means the concentration at half of the fitted maximal effect; nearly all actives have a fitted effect of over 65% in size
#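 Inhibitors were tested against purified firefly luciferase in a biochemical, low-substrate format (both substrates at 10uM) and luminescence measured with a CCD imager.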
# IP6K1 inh – inhibitors of human IP6K1. IP6K1 kinase, ADP-Glo luminescence, 2 h; stronger effect = lower value. activity change, % (series mostly up to about 58 µM). actives 0.81% (n = 140,000). AID 1645851; in the data active means activity change below about -25%
# Target sequence (Q92551 whole entry, looked up): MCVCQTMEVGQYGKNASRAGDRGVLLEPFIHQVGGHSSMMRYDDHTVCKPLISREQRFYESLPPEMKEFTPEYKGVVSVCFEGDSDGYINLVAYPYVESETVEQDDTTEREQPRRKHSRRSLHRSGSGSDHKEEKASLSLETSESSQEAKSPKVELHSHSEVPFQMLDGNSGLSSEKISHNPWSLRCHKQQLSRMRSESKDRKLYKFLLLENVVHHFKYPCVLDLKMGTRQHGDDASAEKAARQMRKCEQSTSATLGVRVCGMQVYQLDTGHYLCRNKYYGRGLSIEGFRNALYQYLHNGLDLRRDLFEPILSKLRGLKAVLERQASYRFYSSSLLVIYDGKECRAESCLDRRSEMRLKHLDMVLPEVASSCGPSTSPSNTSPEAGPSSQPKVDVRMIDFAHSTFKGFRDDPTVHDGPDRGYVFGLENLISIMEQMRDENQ
#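 ADP-Glo luminescence measures ADP made by human IP6K1 during a 2 h RT reaction with ATP/IP6 (mix at 1.3 mM/130 uM); top library doses 57.5 and 19.1 uM final.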
# SNCA expr inhib – SNCA gene expression inhibition. HEK-293 SNCA-luciferase knock-in, luminescence, 24 h. Potency, µM (top dose mostly 57.2 µM), for inactives: at the highest dose activity change, negative = inhibition, actives largely listed as inhibitors. actives 0.17% (n = 140,000). AID 1671194;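 further: potency means the concentration at half of the fitted maximal effect; plate controls were DMSO cells for no effect and cell-free wells for full effect; nearly all actives have a fitted effect of over 45% in size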
# Numbers without * were called inactive; i = inactive; ? = inconclusive; nt = no result given; [ ] = another dose, or the depositor's remark. Unless noted, the call rests on the fitted dose curve; in most records, active means well fitted curve in the direction sought with a large enough effect; inconclusive means small, poorly fitted or top-dose-only effect, or another doubt; inactive means no such curve, though single readings can be large; an effect the other way counts as inactive or inconclusive. Unless noted, on the % scale 0 is the no-effect control and ±100 the full control effect.
SMILES,SNCA viab count,GPT2 inh,3T3 cytotox,HEK cytotox,Luciferase inh,IP6K1 inh,SNCA expr inhib
COc1ccccc1NC(=O)c1cc2c(-c3ccccc3)nn(-c3ccccc3)c2s1,-5%,nt,nt,nt,nt,38,-28%
CC[C@H]1CN(C(=O)C(C)(C)C)CC[C@H]1CC(=O)NCc1ccc(F)cc1,-2%[87.6 µM],i,1%[174 µM],-1%[172 µM],-1%[172 µM],-15,-16%[87.6 µM]
COc1ccc(C(=O)N2C[C@@H]3C[C@H](C2)c2ccc(NS(=O)(=O)c4ccc(OC)cc4)c(=O)n2C3)cc1,-3%,-16%,i,3%,1%,-5,5%
CCCCNC(=O)c1cc2c(=O)n3cccc(C)c3nc2s1,12%,nt,nt,nt,nt,32,49%[activator]
COCCn1c(C)cnc1CC1CCN(S(=O)(=O)c2c(C)noc2C)C1 (centres undefined),9%,3%,-21%,-12%,nt,19,-11%
CCOc1ccc(CCNC(=O)CS(=O)(=O)Cc2nc(-c3ccc(OC)cc3)oc2C)cc1,-11%,nt,nt,nt,nt,7,?
C#CCNC(=O)c1nc(-c2ccc(Cl)cc2)c2ccccn12,-3%[87.6 µM],i,?,?,45µM*,11,116%[activator][87.6 µM]
Cc1ccc(C2Cn3nnc(-c4noc(-c5ccncc5)n4)c3CO2)cc1 (centres undefined),6%,i,i,-1%,3%,15,-19%
COc1ccccc1NC(=O)Cn1nnc(C(=O)NCc2cccs2)c1N,-16%,nt,nt,nt,nt,18,-9%
COc1ccccc1Cc1nc2ccccc2nc1SCC(=O)NCc1ccc(C)cc1,7%,nt,nt,nt,nt,-1,-4%
O=C(COc1ccccc1)NC1CCCc2c1[nH]c1c(Cl)cccc21 (centres undefined),6%,-5%,?,45µM*,4%,-10,-16%
Cc1ccc2c(=O)cc(C(=O)Nc3c(C(=O)Nc4cccc(Cl)c4)oc4ccccc34)oc2c1,-1%,nt,nt,nt,nt,-12,5%
COc1ccccc1O,13%,-5%[88.5 µM],nt,nt,nt,24,-3%
CCc1nc(-c2c3n(c(=O)n(CC(=O)Nc4ccc(C)cc4Cl)c2=O)CCCC3)no1,-11%,-1%,-3%,9%,6%,1,-10%
Cc1ccc(C2=NC3(CCN(C(=O)Cc4cccc(F)c4)CC3)ON2)cc1,0%,-23%,?,-24%,-23%,-15,19%
CC1(C(=O)NCC2CC2)CCc2cnc(NCc3ccccc3)nc21 (centres undefined),-6%[87.6 µM],-6%[88.5 µM],?,40µM*,8%[172 µM],5,?
CN(Cc1cccnc1)Cc1nc(C2(O)CCN(Cc3ccc(C(F)(F)F)cc3)CC2)cs1,-22%,i,-46%,-58%,-13%,-3,?
CN1c2ccc(Cl)cc2-c2nc(SCC(=O)Nc3cc(F)ccc3F)ncc2S1(=O)=O,2%,nt,nt,nt,nt,-4,1%
CS(=O)(=O)N1CCN(C(=O)C2CC(=O)N(c3n[nH]c4cccc(F)c34)C2)CC1 (centres undefined),14%,4%,4%,3%,-9%,7,-17%
O=C(c1ccc(OC2CCN(C(=O)c3ccsc3)CC2)nc1)N1CCOCC1,3%,i,-25%,?,-7%,20,?
COC(=O)NC1CCN(Cc2cccc(-c3ccc(SC)cc3)c2)CC1,nt,nt,32µM*,?,nt,-5,nt
O=C(O)CCn1ncc2cc(OCC3CCN(C(=O)Oc4ccccc4)CC3)ccc21,4%[87.6 µM],1%[88.5 µM],28µM*,-3%[172 µM],13%[172 µM],-2,17%[87.6 µM]
Cc1oc(-c2ccc(Cl)cc2)nc1CS(=O)CC(=O)NCCc1ccccc1 (centres undefined),-9%,nt,nt,nt,nt,17,5%
COCCCNC(=O)c1cc(C2CC2)nc2onc(C3CCNC3)c12 (centres undefined),1%,i,i,i,nt,2,47%[activator]
Cc1sc(-c2cc3c([nH]c2=O)CC(c2ccccc2)CC3=O)nc1-c1ccc(Cl)cc1 (centres undefined),-9%,nt,nt,nt,nt,8,-2%
# Additional entries follow:
SMILES,SNCA viab count,GPT2 inh,3T3 cytotox,HEK cytotox,Luciferase inh,IP6K1 inh,SNCA expr inhib
CCOc1ccc(CNC(=O)C2=Cc3cc(Br)ccc3OC2)cc1OC,-10%,nt,nt,nt,nt,12,3%
Cc1ccc(CN(C(=O)COc2ccc([N+](=O)[O-])cc2)c2ccccn2)cc1,-14%,nt,nt,nt,nt,12,22%
CCCN1CCC2(CCN([S+](=O)([O-])c3cccs3)CC2)Oc2ccccc21,?,0%,?,45µM*,5%,-17,?
COc1ccc(-c2oc3c(CC=C(C)C)c(O)cc(O)c3c(=O)c2O)cc1,2%,-2%,nt,nt,nt,nt,1%
COc1cccc(Nc2ncc3c(n2)C(C)(C(=O)NCc2cccnc2)CC3)c1 (centres undefined),-33%[87.6 µM],-10%[88.5 µM],?,79µM*,-2%[172 µM],1,-17%[87.6 µM]
CCc1nc(-c2c3n(c(=O)n(CC(=O)Nc4cccc(C)c4)c2=O)CCCCC3)no1,6%,i,4%,15%,0%,18,-15%
COc1cccc(NC(=O)Cn2c(=O)n(CCc3ccc(OC)c(OC)c3)c(=O)c3ccccc32)c1,-9%,nt,nt,nt,nt,22,19%
O=C(c1ccc(N2CCC(NCC(c3ccccc3)c3ccccc3)CC2)cc1)N1CCCC(O)C1 (centres undefined),-8%,i,?,-25%,1%,5,9%
COCC1CN(C(C)=O)CC12CCN(S(=O)(=O)c1c(C)noc1C)CC2 (centres undefined),2%,i,-11%,-8%,-1%,1,-23%
CN(Cc1cccc(C(F)(F)F)c1)S(=O)(=O)c1cccs1,?,i,?,89µM*,-12%[172 µM],-3,-15%[87.6 µM]
O=C(NCCCc1ccccc1)c1n[nH]c2c1CN(C(=O)c1ccc3c(c1)OCO3)CC2,9%,?,35µM*,?,nt,-1,?
Cc1ccccc1OCC(=O)Nc1ccc2nc(SCC(=O)N3CCCC3)sc2c1,-17%,nt,nt,nt,nt,3,-1%
O=C(Cc1ccccc1)N1CCCC2(CNc3ccccc3[S+](=O)([O-])N2)C1 (centres undefined),-3%,-4%,-17%,-9%,3%,14,26%
COCCc1nncn1C1CCN(S(=O)(=O)c2ccc(F)cc2F)CC1,7%,i,i,6%,7%,-4,1%
N#Cc1ccc(C(=O)NCC2CCOCC2)cc1,2%,i,i,7%,-6%,8,12%
CCCCc1nn2c(=O)cc(COC(=O)C(C)Oc3ccccc3)nc2s1 (centres undefined),-12%,nt,nt,nt,nt,17,4%
COCCOC1CCN(C(=O)c2cccs2)CC1,18%[12.5 µM],i,-7%,-2%,-7%,4,-25%
COc1cc(NC(=O)CCS(=O)(=O)c2nc(-c3cccs3)cc(C(F)(F)F)n2)cc(OC)c1OC,?,nt,nt,nt,nt,-7,?
C=CCOc1c(OC)ccc2c1CN(CC=C)C(=O)CCN2C[C@@H](O)COCc1ccccc1,nt,nt,?,?,nt,-7,nt
CCCNC(=O)N1C[C@@H](Oc2ccccc2)C[C@@H]1C(=O)NC,-3%,2%,-10%,-13%,0%,5,7%
O=C(NCc1ccc(F)cc1)[C@@H]1C[C@@H](c2ccc(F)cc2)N([S+](=O)([O-])c2cccnc2)C1,-12%,5%,?,-24%,-3%,0,23%
Cc1nnc(-c2cc(-c3cccc(CO)c3)ccn2)n1C1CCCCC1,4%[87.6 µM],-14%[88.5 µM],?,-21%[172 µM],-6%[172 µM],-6,-7%[87.6 µM]
CCOC(=O)c1ccc(N2C(=O)c3n[nH]c(-c4ccco4)c3C2c2ccc(O)cc2)cc1 (centres undefined),-23%,nt,nt,nt,nt,-5,?
O=C(Nc1ccc(F)cc1)C1CCN(C(=O)c2ncn3c2COC(c2ccccc2)C3)CC1 (centres undefined),2%,2%,-31%,-30%,1.6µM*,-2,79%[activator]
O=C(Cn1nc2c(cc1=O)CCCCC2)NCc1nc2ccccc2[nH]1,-10%,i,4%,-5%,3%,6,-8%
Cc1nn(-c2ccccc2)c2c1C(C)N(C1CCN([S+](C)(=O)[O-])CC1)C2=O (centres undefined),nt,nt,-10%,i,nt,-6,nt
Cn1cc(-c2cc(C3=CCOCC3)c3cncn3c2)cn1,-4%[87.6 µM],-18%[88.5 µM],?,5%[230 µM],-5%[230 µM],-13,-6%[87.6 µM]
O=C(Nc1cccc2ccccc12)O[C@@H]1CO[C@H]2[C@@H]1OC[C@@H]2n1nnnc1Sc1ccccc1,10%,?,-13%,-5%,-18%,13,-9%
O=C(CCCCCn1c(=O)[nH]c2ccccc2c1=O)N1CCN(c2cccc(C(F)(F)F)c2)CC1,-2%,nt,nt,nt,nt,-8,-4%
CCCN(C(=O)c1cc2c(=O)oc3ccccc3c2s1)c1ccccc1C,?,nt,nt,nt,nt,-1,10%
